# PMI inhibitors: inhibitors of human PMI, primary screen, biochemical, fluorescence intensity, coupled assay (AID 1209) | purified PMI enzyme, coupled fluorescence intensity; higher % means a stronger effect | 190,000 tested, 0.42% active | inhibition, % at 20 µM; hits with a dose series show IC50 in µM;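 note: plate controls were DMSO vehicle for no effect and wells lacking substrate for full effect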
# Lipid droplet: modulators of hepatic lipid droplet formation; AID 1656; AML12 mouse hepatocytes, oleate lipid droplets, BODIPY imaging; 240,000 tested, 0.4% active; inhibition, % at 6.5 µM;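 active = lipid droplet intensity inhibited by at least 50%, with more than 500 cells counted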
#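 Material – AML12 mouse liver cells · Also added – oleate loading, 100 µM · Compound dosing – 6.5 µM single-point dosing · Times – overnight treatment with compound plus oleate · Measured by – fluorescence imaging, 20x objective, two fields per well · Read-out – percent inhibition of filter-corrected integrated lipid droplet intensity per well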
# TNAP activators: stimulation of alkaline phosphatase TNAP activity – biochemical, luminescent, no phosphate acceptor, uHTS, primary screen (AID 1001). purified TNAP, luminescent activation assay, no phosphate acceptor; higher activation fold means a stronger effect. activation fold at 20 µM, or EC50 in µM where a hit was titrated. 200,000 tested, 0.03% active; in the data active = activation fold from about 3, or a potency from the dose series; inactive = the rest, 99 in 100 with activation fold below about 1.6; note: many of its hits are not listed in these tables
# b-catenin transl: alters nuclear translocation of beta-catenin in HeLa cells; AID 1665; immunofluorescence imaging; nuclear translocation activity, % at 5 µM; 190,000 tested, 0.3% active;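 active = nuclear translocation activity above 50% at 5 µM, with a well cell count of 50 or more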;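 note: per-cell ratio of nuclear to cytoplasmic median beta-catenin stain intensity; plate controls were DMSO negative control for no effect and GSK-3 inhibitor IX positive control for full effect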
#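 test system = HeLa cells, endogenous beta-catenin | dosing = single 5 µM dose plus 0.02–20 µM confirmation series | times = compound treatment 24 h, 37°C, 5% CO2 | technique = beta-catenin immunofluorescence imaging with DAPI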
# MT stabilize HCS: stabilizes microtubules in HeLa cells. 200,000 tested, 0.83% active. AID 2205. HeLa tubulin immunostaining HCS, 24 h; share of cells brighter than vehicle mean+2SD. % tubulin-high responders, % at 10 µM;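 active = plate Z-score above 3 for both tubulin-high and condensed-nucleus cell shares, with cell loss under 80%, at 10 µM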;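 note: anti alpha tubulin signal scored within the nucleus-defined area of each cell; some results filed as inactive read as strong as hits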
# Insulin prom up: MIN6 insulin promoter up-regulation; z-score at 5 µM; 190,000 tested, 0.3% active; AID 1625; MIN6 insulin promoter-GFP reporter, high-content imaging; hits give high values;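 active = z-score above 3 at 5 µM with at least 500 cells counted in the well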
# T cell modulator: T cell immune modulation candidate; 2C CD8+ T cell-vesicle binding, flow cytometry; hits give low values; calls only at 7 µM; 330,000 tested, 0.068% active;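 active = response, share of CD8 T cells binding vesicles, and their 90th percentile fluorescence all below set limits, cut at about 80% in these data, passing the limit was not always enough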
#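 Assay system: 2C TCR transgenic mouse naive CD8+ T cells, MACS-purified | Read-out: CD8+ gate FL2 mean fluorescence as % of same-row positive control | Signal: High-throughput flow cytometry with anti-B7-1 and anti-CD8 staining | Timing: Binding step 1.5 h, 37 °C, antibody labelling 20 min, ice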
# human PMI inhibitors: MPI inhibition at elevated mannose 6-phosphate – biochemical, fluorescence intensity, high mannose 6-phosphate, primary screen (AID 1220) | recombinant PMI enzyme, coupled fluorescence intensity; higher % means a stronger effect | inhibition, % at 20 µM; hits with a dose series show IC50 in µM | 190,000 tested, 0.66% active
# Autophagy HCS: autophagy modulation, high-content screen. 190,000 tested, 0.98% active. AID 463193. MEF GFP-LC3 puncta imaging; test concentration mostly 10 µM. calls only at 10 µM (by protocol);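 active = percentage of spot-positive cells more than 3 SD above its plate mean, without a fluorescence outlier flag or 80% toxicity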;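 note: spot-positive cell cutoff set from DMSO-treated cells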
# Insulin prom up cell count: also measured in Insulin prom up; calls as there; cell count; measured here: cytotoxicity, nuclei count;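 total cells summed across four imaged fields per well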
# Lipid droplet cells 6.5 µM: further read-out of Lipid droplet, marked with its call; cell count; measured here: cell count, cytotoxicity flag;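 cells counted across two imaged fields per well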
# b-catenin transl cell count 5 µM: recorded beside b-catenin transl, whose call it bears; cell count; measured here: cell count, cytotoxicity flag
# T cell modulator vesicle-bound %: second read-out of T cell modulator, no call of its own (marks repeat the call); double positive events, %; measured here: CD8+ vesicle-bound cell fraction;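 binding gate set so that unloaded-vesicle control wells show 10% double positive cells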
# MT stabilize HCS Hoechst-high %: recorded beside MT stabilize HCS, whose call it bears; % Hoechst-high responders; measured here: nuclear condensation Hoechst responders;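 share of cells brighter than vehicle mean plus two SD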
# MT stabilize HCS cytotoxicity %: second read-out of MT stabilize HCS, no call of its own (marks repeat the call); toxicity, %; measured here: cytotoxicity by cell density;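 0% = mean cell density of plate MIN control wells and 100% = no cells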
# Autophagy HCS cell loss 18 h: recorded beside Autophagy HCS, whose call it bears; toxicity, %; measured here: cell loss, nuclei count;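 cell loss after 18 h compound exposure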
# Numbers without * were called inactive; i = inactive; nt = no result given; & = joins results of further samples. Cut-off read from the data, not from the text of the source, unless noted: active = inhibition above about 50%; inactive = the rest.
# Under each structure: PMI inhibitors, Lipid droplet, Lipid droplet cells 6.5 µM, TNAP activators, b-catenin transl, b-catenin transl cell count 5 µM, MT stabilize HCS, MT stabilize HCS Hoechst-high %, MT stabilize HCS cytotoxicity %, Insulin prom up, Insulin prom up cell count, T cell modulator, T cell modulator vesicle-bound %, human PMI inhibitors, Autophagy HCS, Autophagy HCS cell loss 18 h
CCOC(=O)N1CCN(Cc2nc(N)nc(Nc3ccc(OCC)cc3)n2)CC1
 : 8%, nt, nt, 1, 0.3, 1338, 2.9, 1.8, 4.4, -0.29, 1643, i, 12, 0%, i, 0
Cc1cc(C)c(OCC(O)CNC(C)(C)C)c(C)c1 (stereo not given)
 : -2%, 21, 767, 1.1, -0.9, 1161, 1.5, 1.4, 13, 0.21, 1101, i, 58, 4%, i, 21
CC1CC=C2C(C#N)=C(N)C(C#N)(C#N)C(c3cccs3)C2C1 (stereo not given)
 : 3%, nt, nt, 1, nt, nt, 1.9, 3.4, 16, nt, nt, i, 42, 34%, i, 18
O=C(CN1CCOCC1)Nc1c(C(=O)C2CC2)oc2ccccc12
 : 9%, -6, 711, 1, -0.5, 1041, 2.1, 0.8, 7.6, nt, nt, i, 56, 0%, i, 1
COc1ccc(C)cc1NS(=O)(=O)c1ccc(NS(=O)(=O)c2ccc(NC(C)=O)cc2)cc1
 : -1%, -11, 601, 1, 0.4, 1017, 3.4, 0.6, 22, 0.52, 1351, i, 32, -5%, i, -3
COc1cc(NC(=O)c2c(F)cccc2F)c(Cl)cc1Cl
 : 7%, -17, 628, 1, -1.2, 1131, 3.8, 4.3, 6.4, 0.04, 1217, i, 43, 1%, i, -1
Cc1ccnc2c1NC(=O)c1cccnc1N2C1CC1
 : -5%&-2%, -2, 688, 1&1.1, -4.0&0.0, 981&1078, 2.5, 2.4, 11, -0.08&0.2, 1333&1471, i, 45, 1%&-3%, i, 3
COc1ccc(CC(=O)Nc2ccccc2Oc2ccccc2)cc1
 : 2%, -34, 709, 1, 3.5, 948, 2.0, 2.5, 8.3, 0.12, 1345, i, 1, 1%, i, -8
CCCc1nc2c(C)ccc(C)c2c(N)c1CC
 : 15%, -14, 669, 1, -1.0, 1059, 3.2, 1.5, 4.6, -0.26, 1855, i, 56, 9%, i, -21
O=C(CSc1nnc(-c2cnccn2)n1Cc1ccco1)c1ccc(Cl)cc1
 : 1%, -30, 635, 1.1, -1.0, 1037, 2.3, 2.2, 19, 0.42, 1211, i, 22, -11%, i, -5
COc1ccc(N2C(=O)C3CC=C(Cl)CC3C2=O)cc1 (stereo not given)
 : -25%, 0, 710, 1.1, -2.1, 1137, 2.0, 1.2, 6.5, 0.37, 887, nt, nt, -39%, i, -14
CCOC(=O)c1cc(NCc2cccs2)ccc1N1CCOCC1
 : 12%, 0, 728, 1.1, -2.1, 1054, 3.4, 1.9, 9.9, -0.26, 1308, i, 28, 25%, i, -1
CCn1nc(C)c(C(=O)Nc2cc(Oc3cc(C)cc(C)c3)cc([N+](=O)[O-])c2)c1C
 : 22%, -1, 776, 1, 22, 966, 33, 8.8, 42, -0.06, 962, i, 12, 15%, i, 1
CCn1cc([N+](=O)[O-])c(C(=O)N2CCOCC2)n1
 : -13%, 11, 673, 1, 1.6, 582, 5.2, 2.9, 7.0, 0.38, 1310, i, 33, -12%, i, 11
CCN(CC)C(=O)c1cc(-c2ccccc2OC)on1
 : 5%, nt, nt, 1, 1.8, 1338, 2.5, 2.6, 7.1, -0.01, 1616, i, 18, 7%, i, -8
O=S(=O)(c1cccs1)N1CCCc2cccc(O)c21
 : 12%, 9, 789, 1.1, -3.2, 1070, 2.5, 1.4, 3.8, 0.31, 802, i, 28, 6%, i, -1
Cc1cc(C)c(C#N)c(N2CCOCC2)n1
 : 3%, 10, 753, 1.1, -1.3, 983, 3.9, 2.6, 4.4, 0.27, 1215, i, 60, 1%, i, -7
CCn1c2ccccc2c2cc(NC(=O)c3ccc(Br)o3)ccc21
 : 43%, 3, 805, 1.1, nt, nt, 1.8, 1.3, 7.9, 2.9, 848, i, 22, 31%, i, 2
O=C(NCCN1CCOCC1)c1ccncc1
 : 14%, 5, 757, 1.1, -5.5, 1145, 3.3, 2.0, 6.0, 0.01, 935, i, 13, 3%, i, 0
Cn1c(Sc2ccc([N+](=O)[O-])cc2C(F)(F)F)nnc1-c1ccccc1
 : 3%, nt, nt, 1.1, 2.8, 1330, 3.2, 2.9, 8.3, 0.05, 1441, i, 50, 2%, i, 13
O=C(CCCc1cccs1)Nc1nc(-c2ccc(F)cc2)cs1
 : 0%, -16, 585, 0.9, 0.4, 923, 2.4, 2.7, 0.1, -0.88, 1269, i, 42, -7%, i, 4
Cc1nc2ccccc2c2oc(C(=O)Nc3ccc(C(C)C)cc3)cc12
 : 18%, -24, 683, 1, -1.2, 1163, 2.9, 3.4, 8.8, -0.97, 1039, i, 57, 13%, i, 3
CC1(C)CC(=O)C(C(C2=C(O)CC(C)(C)CC2=O)c2ccc(O)c([N+](=O)[O-])c2)=C(O)C1
 : nt, 5, 733, 0.7, -0.2, 1626, 3.3, 1.8, 7.2, nt, nt, i, 49, nt, i, -1
CC(=O)c1ccc(N2C(=O)[C@@H]3C(C(=O)CCN4C(=O)c5ccccc5C4=O)=NN[C@@H]3C2=O)cc1
 : -12%, -11, 411, 1.1, 0.3, 509, 1.6, 1.1, 12, 0.15, 1447, i, 44, -12%, i, 1
COc1ccc(-c2nnc(SCc3cccnc3)o2)cc1
 : -12%, 5, 660, 1.1, 5.7, 566, 3.0, 2.6, 6.9, nt, nt, i, 33, -10%, i, 5
O=C(COc1ccc(/C=N/NC(=O)c2cc3ccccc3o2)cc1Cl)Nc1ccccc1
 : 13%, 3, 519, 1, 3.9, 1100, 2.0, 1.7, 8.0, 0.85, 1958, i, 50, 8%, i, -8
Cc1ccc(F)c(NC(=O)/C(C#N)=C(\O)c2ccc(C(C)(C)C)cc2)c1
 : -12%, 1, 709, 1.1, -3.5, 1150, 2.4, 4.9, 14, 0.26, 1248, i, 58, -4%, i, -8
N=c1c2c(ncn1Cc1ccco1)Oc1c(ccc3ccccc13)C2c1ccccc1 (stereo not given)
 : 25%, -30, 621, 1.1, 7.3, 770, 12*, 44*, 28*, -2.1, 786, i, 18, 15%, i, 5
COCCn1c(CN2CCc3ccccc3C2)nc2c1c(=O)n(C)c(=O)n2C
 : -4%, 2, 684, 1.1, 0.1, 1515, 2.0, 2.1, 0.1, -0.62, 1354, i, 37, 1%, i, 14
Clc1ccc2c(N/N=C/c3cccc(Br)c3)ccnc2c1
 : -7%, 7, 630, 1, nt, nt, 2.8, 5.0, 1.4, -1.4, 1079, i, 41, -7%, i, 1
C/C(=N\NC(=O)C(N)=O)c1cccc([N+](=O)[O-])c1
 : -3%, 7, 682, 1.1, 0.6, 1036, 3.7, 2.3, 5.6, 0.52, 1597, i, 49, 1%, i, -8
COc1ccccc1NC(=O)Cn1nc(-c2ccc3c(c2)OCCO3)ccc1=O
 : 9%, 6, 716, 1, 1.5, 943, 2.5, 2.3, 4.6, -0.77, 1485, i, 19, 5%, i, -10
Cc1ccc[n+](-c2nc([O-])sc2C=O)c1
 : 0%, 30, 715, 1.1, 0.6, 1130, 4.6, 1.4, 4.1, -0.18, 1269, i, 34, 28%, i, 2
CC(C)(C)OC(=O)NCCC(=O)Oc1ccc2ccc(=O)oc2c1
 : -13%, nt, nt, 1, -0.6, 1388, 1.7, 4.1, 4.3, -0.59, 1602, i, 1, -4%, i, 5
O=C(Nc1ccccc1F)C1CC1c1ccccc1 (stereo not given)
 : 0%, -2, 556, 1.1, -0.3, 562, 3.1, 2.1, 0.0, -0.16, 1393, i, 54, 1%, i, -6
Cn1cc(CN2CCc3c([nH]c4ccccc34)C2C(C)(C)C)cn1 (stereo not given)
 : -7%, -2, 726, 1, 2.9, 1098, 3.2, 1.2, 4.9, 0.24, 1324, i, 60, -2%, i, 24

# Reprinted from the listing, 9 compounds:
# Under each structure: PMI inhibitors, Lipid droplet, Lipid droplet cells 6.5 µM, TNAP activators, b-catenin transl, b-catenin transl cell count 5 µM, MT stabilize HCS, MT stabilize HCS Hoechst-high %, MT stabilize HCS cytotoxicity %, Insulin prom up, Insulin prom up cell count, T cell modulator, T cell modulator vesicle-bound %, human PMI inhibitors, Autophagy HCS, Autophagy HCS cell loss 18 h
N=c1c2c(ncn1Cc1ccco1)Oc1c(ccc3ccccc13)C2c1ccccc1 (stereo not given)
 : 25%, -30, 621, 1.1, 7.3, 770, 12*, 44*, 28*, -2.1, 786, i, 18, 15%, i, 5
COCCn1c(CN2CCc3ccccc3C2)nc2c1c(=O)n(C)c(=O)n2C
 : -4%, 2, 684, 1.1, 0.1, 1515, 2.0, 2.1, 0.1, -0.62, 1354, i, 37, 1%, i, 14
Clc1ccc2c(N/N=C/c3cccc(Br)c3)ccnc2c1
 : -7%, 7, 630, 1, nt, nt, 2.8, 5.0, 1.4, -1.4, 1079, i, 41, -7%, i, 1
C/C(=N\NC(=O)C(N)=O)c1cccc([N+](=O)[O-])c1
 : -3%, 7, 682, 1.1, 0.6, 1036, 3.7, 2.3, 5.6, 0.52, 1597, i, 49, 1%, i, -8
COc1ccccc1NC(=O)Cn1nc(-c2ccc3c(c2)OCCO3)ccc1=O
 : 9%, 6, 716, 1, 1.5, 943, 2.5, 2.3, 4.6, -0.77, 1485, i, 19, 5%, i, -10
Cc1ccc[n+](-c2nc([O-])sc2C=O)c1
 : 0%, 30, 715, 1.1, 0.6, 1130, 4.6, 1.4, 4.1, -0.18, 1269, i, 34, 28%, i, 2
CC(C)(C)OC(=O)NCCC(=O)Oc1ccc2ccc(=O)oc2c1
 : -13%, nt, nt, 1, -0.6, 1388, 1.7, 4.1, 4.3, -0.59, 1602, i, 1, -4%, i, 5
O=C(Nc1ccccc1F)C1CC1c1ccccc1 (stereo not given)
 : 0%, -2, 556, 1.1, -0.3, 562, 3.1, 2.1, 0.0, -0.16, 1393, i, 54, 1%, i, -6
Cn1cc(CN2CCc3c([nH]c4ccccc34)C2C(C)(C)C)cn1 (stereo not given)
 : -7%, -2, 726, 1, 2.9, 1098, 3.2, 1.2, 4.9, 0.24, 1324, i, 60, -2%, i, 24

# Screening data as filed in PubChem BioAssay.
